D2 antag – antagonists of human D2 dopamine receptor | P14416 | HEK293 TREx D2 cells, calcium flux, dopamine EC80 | inhibition, % at 10 µM | hit rate 2% among 340,000 | AID 485344; in the data active = inhibition above about 30%; also: 0% is about no effect
Target sequence (P14416 whole entry, looked up): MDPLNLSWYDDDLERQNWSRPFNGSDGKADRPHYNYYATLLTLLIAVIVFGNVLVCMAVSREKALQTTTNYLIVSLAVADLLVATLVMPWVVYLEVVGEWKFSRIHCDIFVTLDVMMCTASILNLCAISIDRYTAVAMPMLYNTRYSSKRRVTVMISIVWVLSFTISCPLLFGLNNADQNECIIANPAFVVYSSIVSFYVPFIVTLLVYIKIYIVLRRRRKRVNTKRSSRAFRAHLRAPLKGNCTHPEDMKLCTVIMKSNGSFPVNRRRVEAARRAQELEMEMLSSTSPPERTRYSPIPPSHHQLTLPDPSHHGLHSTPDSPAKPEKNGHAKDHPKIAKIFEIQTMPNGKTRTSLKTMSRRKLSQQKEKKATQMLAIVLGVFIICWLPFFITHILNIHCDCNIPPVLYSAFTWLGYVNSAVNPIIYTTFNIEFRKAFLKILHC
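Tetracycline-induced HEK293 TREx cells expressing D2 receptor forced-coupled to calcium signalling, loaded with no-wash calcium dye. Compounds added and calcium flux read 180 s, then dopamine added at EC80 and read a further 180 s.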
D1 antag – blocks dopamine activation of the human D1 receptor | P21728 | HEK293 TREx D1 cells, calcium flux, dopamine EC80; hits give low values | activity change, negative = inhibition, % at 10 µM | hit rate 3.2% among 360,000 | AID 504652; in the data active = activity change below about -30%; also: % is scaled to controls: 0 for no effect and ±100 for the full control effect
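Antagonism measured as reduced calcium response to an EC80 dopamine addition following 180 s compound pre-read; cells were inducible HEK293 Trex D1 plated overnight at 30 C, read kinetically at 1 cycle/sec.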
D1 agonist – agonists of human D1 dopamine receptor | HEK293 T-REx D1 cells, calcium flux, agonist mode | activation, % at 2 µM | hit rate 1% among 360,000 | AID 504660; also: 0% is about no effect
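Tetracycline-induced HEK293 TREx D1 cells, force-coupled to calcium signalling, were dye-loaded with a no-wash calcium kit. Compound was pin-added after a 10 s baseline. Fluorescence was read kinetically at 1 cycle/s for 180 s, with calcium rises flagged as agonism.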
D2 agonist – D2 dopamine receptor (human) agonism; HEK293 T-REx D2 cells, calcium flux agonist mode; hit rate 0.53% among 340,000; activation, % at 2 µM;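 active = activation over 3 SD above normal in the single-dose calcium agonist read, cut at about 30% in these data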; also: 0% is about no effect
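Tetracycline-induced HEK293 T-REx cells with force-coupled D2 receptor, plated overnight at 30 C, loaded with no-wash calcium dye. After a 10 s baseline, compound was pin-added and calcium flux read kinetically for 180 s; calcium rises flagged agonists.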
TRHR ag – TRH receptor (human) agonism. P34981. AID 493084. activation, % at 2 µM. hit rate 0.18% among 360,000. TRHR cells, calcium flux fluo-8, FDSS agonist mode; also: 0% is about no effect
Target sequence (P34981 whole entry, looked up): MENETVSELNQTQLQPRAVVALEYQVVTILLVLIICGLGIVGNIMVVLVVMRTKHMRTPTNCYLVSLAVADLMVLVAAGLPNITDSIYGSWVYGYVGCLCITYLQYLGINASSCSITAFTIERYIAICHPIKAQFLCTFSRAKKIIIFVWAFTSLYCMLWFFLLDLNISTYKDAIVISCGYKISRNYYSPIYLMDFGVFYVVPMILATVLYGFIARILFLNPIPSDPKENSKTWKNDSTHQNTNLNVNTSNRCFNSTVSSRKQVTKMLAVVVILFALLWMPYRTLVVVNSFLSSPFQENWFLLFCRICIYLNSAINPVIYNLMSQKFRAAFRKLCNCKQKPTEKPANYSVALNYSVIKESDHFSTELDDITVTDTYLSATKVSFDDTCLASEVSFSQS
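Read-out: compound-evoked intracellular calcium rise in TRHR cells, fluo-8 dye, kinetic FDSS fluorescence at 1 s/cycle following a 10-cycle baseline. Cells cultured overnight before dye loading (30 min–1.5 h, RT).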
D2 potentiator – D2 dopamine receptor (human) potentiation; HEK293 T-REx D2, calcium flux, EC20 dopamine potentiation; hit rate 0.34% among 340,000; potentiation, % at 10 µM; P14416;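 active = potentiation over 3 SD above the plate norm, cut at about 30% in these data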; also: 0% is about no effect
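Potentiation of an EC20 dopamine calcium response is measured in a force-coupled, tetracycline-inducible Hek293 Trex D2 line. Compound-only kinetic reads over 180 s flag agonists before dopamine addition.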
D1 PAM – potentiators of human D1 dopamine receptor | hit rate 0.036% among 360,000 | HEK293 TREx D1 cells, calcium flux, dopamine EC20 potentiation | P21728 | potentiation, % at 10 µM; in the data active = potentiation above about 30%; also: 0% is about no effect
RXFP1 antag – RXFP1 (human) relaxin receptor antagonism. HEK293-RXFP1, relaxin-stimulated cAMP HTRF, 30 min; hits give low values. hit rate 0.59% among 350,000. AID 1259400. activity change, negative = inhibition, % at 57.5 µM. Q9HBX9;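 active = activity change of -60% or lower, but not beyond a set lower limit; inconclusive = change between -60% and -40%, or beyond the set limit; inactive = change above -40%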; also: % is scaled to controls: 0 for no effect and ±100 for the full control effect
TRHR enhancer – TRH receptor (human) allosteric enhancement; enhancement, % at 2 µM; P34981; TRHR cells, fluo-8 calcium fluorescence, EC20 TRH enhancement; AID 493056; hit rate 0.66% among 360,000; in the data active = enhancement above about 30%; also: 0% is about no effect
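TRHR-expressing cells loaded with fluo-8 calcium dye were read kinetically (ex 480/em 530) during compound addition, then stimulated with an EC20 of TRH (10 nM final). Enhancement of the Gq-mediated intracellular calcium response was scored.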
Active calls of the source: *; ? = inconclusive; nt = no result given; & = joins results of further samples; ! = repeats disagree. Rule as the data show it, unless noted: active = activation above about 30%; inactive = the rest.

Results follow in this order: D2 antag	D1 antag	D1 agonist	D2 agonist	TRHR ag	D2 potentiator	D1 PAM	RXFP1 antag	TRHR enhancer
O=S(=O)(NCCc1csc(-c2cccnc2)n1)c1ccc(Cl)s1
 : -16	-8	10	0.9	0.1	14	-10	-3	0
O=C(NCCc1ccccc1)C1CCC(=O)N1CCc1ccccc1 (stereo unspecified)
 : 4	4	6	1.0	0.4	5	-9	-3	-5
O=C(CSc1ccc(Cl)cc1)N1CCN(c2ncc(C(F)(F)F)cc2Cl)CC1
 : nt	-4	11	nt	1.1	-4	1	1	-3
c1ccc(-n2nnc3ccccc32)cc1
 : -11	-18	3	0.7	1.8	4	-4	nt	18
CCc1nc2ccccc2n1CCCCOc1cccc(C)c1
 : nt	-7	11	0.5	-1.7	1	2	-21	-3
CS(=O)(=O)c1cc([N+](=O)[O-])c(Sc2nc3ccccc3[nH]2)c([N+](=O)[O-])c1
 : 8	-29	-3	-0.4	0.0	4	-3	?	1
CC1CC(C)(C)CC2(C1)NC(=O)N(CC(=O)N(C)Cc1nc3ccccc3c(=O)[nH]1)C2=O (stereo unspecified)
 : 2	-3	0	-0.5	0.2	2	-1	-5	-3
Cn1cccc1C(=O)Nc1nccs1
 : 4	3	2	-0.2	-0.1	-4	-2	3	0
C=CCN1C(=O)/C(=C/c2ccc(OCC(=O)O)cc2)S/C1=N/c1nccs1
 : nt	-11	4	nt	-1.3	nt	-4	-12	13
Cc1ccc2c(=O)c(C(=O)c3ccccc3)cn(CC(=O)Nc3ccccc3C)c2n1
 : nt	-8	3	-0.5	0.8	4	0	-13	9
CN1CCN(C(=O)c2ccc3c(c2)S(=O)(=O)c2ccccc2C3=O)CC1
 : 11	7	-4	0.2	0.8	-2	2	nt	-7
Cc1ccc(CNc2nc(C)nc3sc4c(c23)CCC4)cc1
 : 10	-2	0	0.3	-0.1	4	-7	-19	-3
COc1ccc(S(=O)(=O)N2CCN(c3nn(C)c(=O)n(C)c3=O)CC2)cc1
 : -8	-20	1	-1.0	1.2	3	-10	2	17
O=C(CSc1nc2c(c(=O)[nH]1)CCCC2)Nc1ccccc1C(F)(F)F
 : nt	6	-1	1.7	0.7	nt	-1	-1	-3
COc1ccc(C2=NO[C@@H]3[C@@H]4C[C@@H]([C@H]5C(=O)N(C)C(=O)[C@@H]45)[C@H]23)c(OC)c1
 : 7	3	1	0.4	0.8	5	-1	-2	1
COc1cccc(CN2CCCN(S(=O)(=O)c3ccc(Br)cc3)CC2)c1
 : -6	17	5	-0.1	0.5	-17	-9	-6	-6
Cc1cccc(NC(=O)c2ccc(S(=O)(=O)N(C)C)cc2)c1
 : -1	-17	1	0.7	-0.6	-18	-7	nt	2
CCCCCC1CCC(C(=O)NNC(=S)NCC)CC1 (stereo unspecified)
 : nt	-12	1	nt	-0.3	13	3	12	1
CN1C(=O)CC(N2CCC(c3nc4ccccc4s3)CC2)C1=O (stereo unspecified)
 : -45	-4	1	1.0	1.2	16	-4	6	-1
CCCNS(=O)(=O)c1ccc(NC(=O)c2ccccn2)cc1
 : -18	40	2	1.1	0.3	-8	13	7	1
COc1ccc(C(=O)c2sc(Nc3ccccc3)nc2C)cc1
 : nt	-12	15	nt	3.3	nt	11	-5	1
O=C(NCCCN1CCOCC1)c1ccc(/C=C2\Oc3ccccc3N(Cc3ccccc3F)C2=O)cc1
 : 0	0	22	2.6	1.6	3	2	5	1
Cc1ccc(S(=O)(=O)NC2CCCCCCC2)cc1
 : 5	-11	3	-0.7	-0.6	-4	4	7	-5
COc1ccc(CCNC(=O)CSc2nc(C)nc3sccc23)cc1OC
 : -3	1	2	-0.5	-0.4	-8	-5	-6	-4
c1ccc(COc2ccc(Nc3ncnc4nc[nH]c34)cc2)cc1
 : -18	6	2	-1.3	-0.5	2	1	nt	1
Cc1ccc(NC(=O)CSc2nc3ccccc3c(=O)n2Cc2cccs2)cc1
 : 2	-23	4	0.0	0.1	3	-1	3	-4
Cc1ccc(C)c(-c2cc(C(=O)Nc3sc(C)c(C)c3C(N)=O)c3ccccc3n2)c1
 : -2	5	4	-0.8	-0.6	3	1	1	-3
CCOc1ccccc1NC(=O)CN1CCN(S(=O)(=O)c2ccc(Br)cc2)CC1
 : nt	7	1	0.2	0.5	-8	-1	0	-13
FC(F)(F)c1cnc(Nc2ccc(N3CCOCC3)cc2)c(Cl)c1
 : -6	7	0	0.3	0.1	5	-2	-8	11
CCN(CC)S(=O)(=O)c1cccc(-n2c(O)c(C=Nc3ccccc3C(=O)O)c3ccccc3c2=O)c1
 : 25	-7	3	1.1	0.1	-21	1	-10	5
O=C1C2C3C=CC(CC3)C2C(=O)N1c1ccc(Br)cc1[N+](=O)[O-] (stereo unspecified)
 : -4	-21	2	-0.6	1.3	4	-1	1	-6
O=C(O)c1cccnc1SCc1cccc(Cl)c1
 : 45*	-40*!	1&-4	-1.2&0.9	-0.5&-0.5	-22&0	-13&-1	-2&-2	-27&2
COc1ccc(-c2ccc(NC(=O)c3ccc(Br)o3)cc2)nn1
 : -22	-13	3	0.7	0.5	-11	-2	-12	-2
CC(C)CC(=O)NC(=S)NNC(=O)c1ccc([N+](=O)[O-])cc1
 : -14	-5	21	0.2	1.2	-4	0	-31	16
COc1ccc(CNS(=O)(=O)c2cccc(S(=O)(=O)N3CCOCC3)c2)cc1
 : -10	1	3	-0.7	0.2	6	1	-3	-1
C=CCN=C(NC#N)SCc1ccccc1Cl
 : -2	0	2	0.4	-1.0	-3	4	-4	-13
COc1cc(NC(=O)Nc2cccc(Cl)c2)c(C(=O)O)cc1OC
 : 0	1	1	-0.3	-1.0	5	-8	-2	10
Cc1[nH]c2ccccc2c1C1N2CC3(C)CN1CC(C)(C2)C3=O (stereo unspecified)
 : nt	5	0	1.0	2.5	-4	-2	nt	16
CCc1ccc(CN2CCC(n3nccc3NC(=O)c3ccc4c(c3)OCO4)CC2)cc1
 : -12	-9	13	0.8	1.0	-2	1	-10	16
O=C(NNC1=Nc2cccc3cccc1c23)c1ccc(Br)cc1
 : 83*	2	21	4.8	8.2	-23	-4	-8	-4

Gathered by group: the compounds so far with a thiophene ring, fused or not (five)
Results follow in this order: D2 antag	D1 antag	D1 agonist	D2 agonist	TRHR ag	D2 potentiator	D1 PAM	RXFP1 antag	TRHR enhancer
O=S(=O)(NCCc1csc(-c2cccnc2)n1)c1ccc(Cl)s1
 : -16	-8	10	0.9	0.1	14	-10	-3	0
Cc1ccc(CNc2nc(C)nc3sc4c(c23)CCC4)cc1
 : 10	-2	0	0.3	-0.1	4	-7	-19	-3
COc1ccc(CCNC(=O)CSc2nc(C)nc3sccc23)cc1OC
 : -3	1	2	-0.5	-0.4	-8	-5	-6	-4
Cc1ccc(NC(=O)CSc2nc3ccccc3c(=O)n2Cc2cccs2)cc1
 : 2	-23	4	0.0	0.1	3	-1	3	-4
Cc1ccc(C)c(-c2cc(C(=O)Nc3sc(C)c(C)c3C(N)=O)c3ccccc3n2)c1
 : -2	5	4	-0.8	-0.6	3	1	1	-3

Other records
SMILES | D2 antag | D1 antag | D1 agonist | D2 agonist | TRHR ag | D2 potentiator | D1 PAM | RXFP1 antag | TRHR enhancer
CCN(CC(=O)Nc1cccc(F)c1)CC(=O)Nc1ccccc1OC | 6 | 2 | 1 | 0.2 | 0.5 | -6 | -5 | 3 | 2
O=C(O)CCCNC(=O)c1nn(Cc2ccccc2)c(=O)c2ccccc12 | 1 | -2 | 1 | -0.9 | 1.1 | -8 | 7 | -9 | 23
O=C(c1c(F)cccc1F)N1CCCc2ccccc21 | 5 | 4 | 4 | 0.8 | 0.0 | 14 | 2 | 7 | 32*
CCOc1ccc(S(=O)(=O)NCC(=O)N(C)Cc2cccnc2)cc1 | nt | -2 | 1 | nt | -0.9 | nt | 0 | -14 | 3
CCOc1ccc(NC(=O)CCN2CCN(S(=O)(=O)c3ccc(OC)cc3)CC2)cc1 | -6 | -19 | 1 | 0.1 | -0.8 | 15 | -1 | 4 | 2
CCOc1cc(C(=O)Nc2ccc(-c3nc4ccccc4s3)cc2Cl)cc(OCC)c1OCC | nt | 3 | 2 | -1.8 | 0.2 | 5 | -1 | -5 | 0
COc1cc(NC(=O)c2cccc(C)c2)c(Cl)cc1[N+](=O)[O-] | 21 | 7 | 0 | 0.8 | 0.4 | 2 | 6 | -18 | 25
Cc1nn(C)c(C)c1S(=O)(=O)N(CC(=O)NCCc1ccc(Cl)cc1)c1ccc(C(C)C)cc1 | nt | -10 | 4 | -0.3 | 0.6 | 0 | 0 | -12 | -1
O=C(CSc1nc(-c2ccccc2)c(-c2ccccc2)[nH]1)Nc1nccs1 | 19 | -4 | 5 | -0.2 | 1.2 | -8 | -6 | -19 | 3
COc1cccc(NC(=O)c2ccc3nc(C)sc3c2)c1 | 10 | -6 | 1 | -0.3 | 0.1 | 0 | 2 | -6 | 1
O=C(CSc1nnc(-c2cccnc2)o1)Nc1nccs1 | 13 | -9 | 2 | 1.6 | 0.5 | -6 | -4 | -10 | 7
CC1CCC(C(C)C)C(OC(=O)CSc2nnc(N)s2)C1 (stereo unspecified) | 4 | -2 | 1 | -2.0 | -0.7 | 7 | -2 | -8 | 5

Screens deposited in PubChem BioAssay by National Center for Advancing Translational Sciences (NCATS).
